# Compound activity from PubChem BioAssay.
# TDP2 absorb = TDP2 (human) inhibition, absorbance primary screen; O95551; recombinant TDP2, T5PNP hydrolysis, p-nitrophenol absorbance 415 nm; inhibition, % at 12.8 µM; 370,000 compounds, 0.34% hits; AID 720702;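 active = inhibition above the mean of all tested compounds plus 3 SD, set per campaign, cut at about 25% in these data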;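 note: 0% = DMSO with enzyme and 100% = buffer with substrate but no TDP2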
#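 Read-out basis: percent inhibition. System: recombinant human TDP2. Buffer or medium: Mg2+-containing Tris-HCl buffer, pH 7.5. Repeats: single replicate. Timing: reaction 2 h, 37 °C. Benchmarks: high control without enzyme, low control DMSO plus TDP2. Probe or stimulus: 5 mM T5PNP. Doses: 12.8 µM only. Measured by: epi absorbance of p-nitrophenol freed from T5PNP by hydrolysis.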
# Rev-erbA mod = modulators of human Rev-erb alpha DNA binding. activity, % at 10 µM. 370,000 compounds, 0.79% hits. Rev-erbα–FITC-DNA binding, fluorescence polarization, 90 min;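 active = activity above about 14%, limit read from the data; passing the limit was not always enough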;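 note: 0% = DMSO wells with 35 nM protein and 100% = DMSO wells with 750 nM protein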
# HTRA1 inhibitor = HTRA1 (human) protease inhibition; inhibition, % at 5.96 µM; 340,000 compounds, 0.5% hits; Q92743; recombinant HTRA1, FP-rhodamine activity-based probe, fluorescence polarization; AID 504803; in the data active = inhibition above about 36%;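 note: 0% = enzyme with DMSO and 100% = wells lacking enzyme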
# LEDGF integ inh = blocks HIV-1 LEDGF/p75-dependent DNA integration; 370,000 compounds, 0.64% hits; inhibition, % at 3.7 µM; TR-FRET IN-LEDGF/p75 DNA integration, Eu/Cy5;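 active = inhibition above the screen-wide mean plus 3 SD, cut at about 13% in these data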;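 note: signal is the Cy5 over europium emission ratio at 671 and 618 nm; 0% = plate median of compound wells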
# PG9 Ab binder = small molecules binding HIV-1 gp120 antibody PG9. TR-FRET gp120-PG9 antibody binding. inhibition, % at 6.7 µM. 360,000 compounds, 0.43% hits; in the data active = inhibition above about 8.5%
# PRMT1 FP inh = blocks human protein arginine methyltransferase 1; Q99873; recombinant PRMT1, activity-based probe fluorescence polarization; inhibition, % at 2.79 µM; 370,000 compounds, 1.3% hits; AID 652257;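 active = inhibition above about 21% made by adding two undisclosed values, limit read from the data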
# mABHD4 FP = ABHD4 (mouse) inhibition, primary FP screen | Q8VD66 | purified mABHD4, FP-Rh probe fluorescence polarization | inhibition, % at 8.92 µM | 370,000 compounds, 0.54% hits;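 active = inhibition exceeding the mean over every tested compound plus 3 SD, cut at about 30% in these data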;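 note: 0% = plate median of compound wells and 100% = S159A mutant with DMSO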
# Target sequence (Q8VD66 whole entry, looked up): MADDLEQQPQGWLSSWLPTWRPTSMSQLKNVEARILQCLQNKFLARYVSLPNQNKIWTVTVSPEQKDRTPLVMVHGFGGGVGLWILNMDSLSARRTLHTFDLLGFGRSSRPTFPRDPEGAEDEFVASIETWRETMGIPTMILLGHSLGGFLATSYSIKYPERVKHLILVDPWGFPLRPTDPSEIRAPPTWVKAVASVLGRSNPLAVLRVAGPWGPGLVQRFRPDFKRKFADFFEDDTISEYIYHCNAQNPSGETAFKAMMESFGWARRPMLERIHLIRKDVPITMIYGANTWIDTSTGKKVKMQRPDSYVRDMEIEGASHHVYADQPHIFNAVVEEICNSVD
#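 Test system: mouse ABHD4 enzyme, wild type. Reagent: FP-Rh fluorescent activity-based probe, added after compound pre-incubation. Timing: pre-incubation 45 min, probe exposure 60 min, at 25 °C. Technique: FP readout, ex 525 nm / em 598 nm. Benchmarks: high control S159A mutant with DMSO, low control median of compound wells.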
# SIAE inh = blocks human sialic acid acetylesterase; Q9HAT2; SIAE FP-Rh probe binding, fluorescence polarization; inhibition, % at 9.66 µM; 370,000 compounds, 0.69% hits; AID 1053197;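 active = inhibition above a cutoff: mean of compounds within the control limits plus 3 SD of those, cut at about 17% in these data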;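 note: 0% = plate median of compound wells and 100% = probe without SIAE protein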
# Target sequence (Q9HAT2 whole entry, looked up): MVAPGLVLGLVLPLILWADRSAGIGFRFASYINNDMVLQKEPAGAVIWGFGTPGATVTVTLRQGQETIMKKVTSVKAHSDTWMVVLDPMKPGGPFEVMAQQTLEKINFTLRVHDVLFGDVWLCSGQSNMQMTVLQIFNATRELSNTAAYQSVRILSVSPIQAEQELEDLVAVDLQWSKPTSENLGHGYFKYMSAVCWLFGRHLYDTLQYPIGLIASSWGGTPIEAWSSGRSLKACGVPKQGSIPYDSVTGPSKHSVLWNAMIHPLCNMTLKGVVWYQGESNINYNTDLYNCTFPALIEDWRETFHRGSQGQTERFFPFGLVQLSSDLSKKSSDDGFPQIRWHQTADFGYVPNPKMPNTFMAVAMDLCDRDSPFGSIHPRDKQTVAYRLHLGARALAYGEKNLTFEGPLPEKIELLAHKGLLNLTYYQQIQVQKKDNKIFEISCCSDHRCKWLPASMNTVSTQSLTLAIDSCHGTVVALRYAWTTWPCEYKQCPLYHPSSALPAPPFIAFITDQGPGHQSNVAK
# TCR-CD3 inh = inhibitors of human TCR-CD3 interaction. 360,000 compounds, 0.37% hits. AID 651800. inhibition, % at 9.4 µM. TAMRA-labeled TCR probe fluorescence, biochemical; in the data active = inhibition above about 19%;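 note: recombinant mutant TCR 2C K166C tagged with TAMRA read by polarization; 0% = receptor in buffer alone and 100% = receptor with positive control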
# rCAG binder = r(CAG) repeat RNA binding. TO-PRO-1 dye displacement fluorescence. inhibition, % at 3 µM. 370,000 compounds, 1.3% hits. AID 651821;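 active = inhibition above the plate cutoff, the mean of all test compounds on that plate plus 3 SD, cut at about 35% in these data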;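 note: 0% = DMSO alone and 100% = 100 µM mitoxantrone as full dye displacement; higher means more dye released from RNA so lower well fluorescence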
# An asterisk follows results filed as active; / = not tested or not shown. A portion of the library. The share of hits here may be higher or lower than overall.
compound,TDP2 absorb,Rev-erbA mod,HTRA1 inhibitor,LEDGF integ inh,PG9 Ab binder,PRMT1 FP inh,mABHD4 FP,SIAE inh,TCR-CD3 inh,rCAG binder
O=C(NCC1CCCO1)c1cc(-c2ccco2)nc2ccccc12 (configuration not stated),-8,-8,5,4,1.0,73*,-4,2,3,22
CC1CCN(C(=O)CSc2nnc(-c3ccc(S(=O)(=O)N4CCOCC4)cc3)n2C)CC1,1,2,-3,4,-0.3,1,-2,2,12,-7
CCCCn1c(N)c(N(CC(C)C)C(=O)CCS(=O)(=O)c2ccc(C)cc2)c(=O)[nH]c1=O,2,1,5,5,0.6,0,2,11,14,-2
CN(Cc1ccncn1)C(=O)CC1C(=O)NCCN1Cc1cccc(Oc2ccccc2)c1 (configuration not stated),7,0,-7,1,-2.3,2,4,4,5,-3
FC(F)(F)c1cnc(NNC(=S)Nc2cccnc2)c(Cl)c1,-1,9,6,3,0.6,3,10,-2,0,1
COc1ccccc1CC1(C)C(=O)Nc2ccc(OC(F)(F)F)cc21 (configuration not stated),-14,52*,/,5,-1.4,-16,-18,0,-4,-2
Cc1ccccc1OCC(=O)Nc1ccccc1-c1ccccc1NC(=O)COc1ccccc1C,8,6,-15,1,0.1,4,-8,4,6,7
CSCCC(=O)N1CCC(n2nccc2NC(=O)CCCc2ccccc2)CC1,-25,1,-3,-3,-1.8,-3,-6,-8,11,0
COc1ccc(/C=C/c2c(-c3ccc(OC)cc3)oc3ccc(-c4ccc(OC)cc4)cc23)cc1,3,7,-10,-3,-1.7,-1,-4,-8,5,4
COc1ccc(/C=C2\SC(=S)N(CCCC(=O)N3CCCCC3CCO)C2=O)cc1 (configuration not stated),-20,-1,-23,1,-1.6,-4,-17,0,3,-1
N#CCC(=O)Nc1ccc(C(=O)OCC(=O)NCCCc2ccccc2)cc1,13,4,-28,-1,-1.5,1,-13,-22,11,15
O=C1c2cc([N+](=O)[O-])ccc2-c2cc(Cl)c(NC(=O)C(F)(F)F)cc21,9,17,1,1,-0.5,-2,4,2,1,4
Cc1ccccc1-c1csc(C(C)(O)c2ccc(F)c(F)c2)n1 (configuration not stated),0,9,/,-3,-1.4,3,-22,-3,6,-2
CC(C)N(C(=O)CN1CCN(S(=O)(=O)c2ccc(Br)s2)CC1)C(C)C,-9,-3,-5,6,-3.5,-5,-2,5,-1,-3
CSc1nc2ccc(S(=O)(=O)N(C)C)cc2s1,11,-2,5,1,-1.7,0,4,-1,9,10
CN(C)c1c(F)cc(C(=O)NCc2ccccc2)cc1F,-8,-4,4,5,0.2,-3,-4,1,-5,3
Cc1ccc(C(=O)N/N=C2\CCCc3ccccc32)c(C)c1,-6,7,0,-3,-1.2,1,4,-7,6,0
CCn1nnc(-c2ccccc2NS(=O)(=O)c2ccc(S(=O)(=O)N3CCCCCC3)cc2)n1,7,7,-6,-1,-2.2,-5,0,-2,0,2
CCC1CCCCN1C(=O)CCS(=O)(=O)c1ccc2c(c1)CCN2C(C)=O (configuration not stated),-8,-3,0,3,-1.6,-4,0,-3,7,1
O=C(CCCCn1c(=O)[nH]c2ccsc2c1=O)NCCc1ccccc1,-10,-3,4,-5,0.9,-2,3,3,10,-6

# Part of the list above in order of heavy-atom count, smallest number first:
compound,TDP2 absorb,Rev-erbA mod,HTRA1 inhibitor,LEDGF integ inh,PG9 Ab binder,PRMT1 FP inh,mABHD4 FP,SIAE inh,TCR-CD3 inh,rCAG binder
FC(F)(F)c1cnc(NNC(=S)Nc2cccnc2)c(Cl)c1,-1,9,6,3,0.6,3,10,-2,0,1
Cc1ccccc1-c1csc(C(C)(O)c2ccc(F)c(F)c2)n1 (configuration not stated),0,9,/,-3,-1.4,3,-22,-3,6,-2
O=C1c2cc([N+](=O)[O-])ccc2-c2cc(Cl)c(NC(=O)C(F)(F)F)cc21,9,17,1,1,-0.5,-2,4,2,1,4
O=C(CCCCn1c(=O)[nH]c2ccsc2c1=O)NCCc1ccccc1,-10,-3,4,-5,0.9,-2,3,3,10,-6
N#CCC(=O)Nc1ccc(C(=O)OCC(=O)NCCCc2ccccc2)cc1,13,4,-28,-1,-1.5,1,-13,-22,11,15
CSCCC(=O)N1CCC(n2nccc2NC(=O)CCCc2ccccc2)CC1,-25,1,-3,-3,-1.8,-3,-6,-8,11,0
COc1ccc(/C=C2\SC(=S)N(CCCC(=O)N3CCCCC3CCO)C2=O)cc1 (configuration not stated),-20,-1,-23,1,-1.6,-4,-17,0,3,-1
CCCCn1c(N)c(N(CC(C)C)C(=O)CCS(=O)(=O)c2ccc(C)cc2)c(=O)[nH]c1=O,2,1,5,5,0.6,0,2,11,14,-2
CCn1nnc(-c2ccccc2NS(=O)(=O)c2ccc(S(=O)(=O)N3CCCCCC3)cc2)n1,7,7,-6,-1,-2.2,-5,0,-2,0,2
COc1ccc(/C=C/c2c(-c3ccc(OC)cc3)oc3ccc(-c4ccc(OC)cc4)cc23)cc1,3,7,-10,-3,-1.7,-1,-4,-8,5,4
Cc1ccccc1OCC(=O)Nc1ccccc1-c1ccccc1NC(=O)COc1ccccc1C,8,6,-15,1,0.1,4,-8,4,6,7

# (more compounds)
compound,TDP2 absorb,Rev-erbA mod,HTRA1 inhibitor,LEDGF integ inh,PG9 Ab binder,PRMT1 FP inh,mABHD4 FP,SIAE inh,TCR-CD3 inh,rCAG binder
O=C(Cc1ccc([N+](=O)[O-])cc1)c1ccccc1,3,1,-2,-5,-1.7,-2,-2,0,5,4
O=c1nc2n(c3sc4c(c13)CCCC4)C(CBr)CS2 (configuration not stated),5,3,-2,1,-1.8,19,1,-5,12,4
Cc1c(OC(C)C(=O)N[C@@H](Cc2ccccc2)C(=O)O)ccc2c3c(c(=O)oc12)CCCC3 (some centres not stated),7,-3,-5,2,-0.2,-4,-1,-7,7,34
Nc1c(CO)nnn1-c1ccccc1,-3,-4,7,5,0.4,2,8,4,-1,-2
Cn1c(CN2CCCCC2)nc2cc(NC(=O)c3ccc(F)cc3)ccc21,4,-5,-3,-3,2.5,1,-2,-3,6,0
CC(=O)c1cccc(OCC(O)CN2CCN(C(=O)c3ccco3)CC2)c1 (configuration not stated),3,2,-6,4,-2.4,-1,14,-3,1,0
O=C(COC(=O)Cc1cn2ccsc2n1)NCc1ccc2c(c1)OCO2,-1,-1,6,0,0.6,-2,-1,6,12,3
COc1ccc(CCNC(=O)CCOc2cc(C)ccc2C)cc1OC,6,11,-2,1,-1.4,-2,7,1,1,-9
CCOC(=O)C1C(c2ccccc2)NC(=S)NC1(C)O (configuration not stated),1,-5,8,-3,1.2,-1,1,2,9,-1
Cc1onc(-c2ccccc2)c1C(=O)N/N=C/c1cc2c(cc1Cl)OCO2,-17,-4,-14,-6,-3.4,0,2,-9,-4,0
CC(C(=O)NCC1CCCO1)n1cc([N+](=O)[O-])cn1 (configuration not stated),12,2,-4,2,-1.0,-1,3,-11,-6,-1
O=C(COc1ccc2ccc(=O)oc2c1)Nc1ccc(N2CCCCC2)cc1,-5,0,16,-1,1.1,0,6,2,4,8
CC(C)=C1C2CCC1C(C(=O)NCc1ccccc1)C2C(=O)O (configuration not stated),3,-1,6,0,0.7,0,0,1,7,-5
O=[N+]([O-])c1ccccc1NC1CCN(Cc2ccccc2)CC1,3,8,0,3,2.2,3,-8,-2,-2,-5
CCCCNCc1cc(OCC)c(OCC(N)=O)cc1Br,4,0,3,-3,1.1,1,-6,4,-1,-2
COc1ccc(NC(=O)/C(C#N)=C\C=C\c2ccco2)cc1,0,-1,-3,4,-5.7,10,10,0,6,10
C[C@H](CO)N1C[C@H](C)[C@@H](CN(C)S(=O)(=O)c2ccccc2)OCc2cn(nn2)CCCC1=O,3,-4,9,3,2.1,4,-13,3,-3,1
COCCNC(=O)C1CCCN(C(=O)c2ccnc(Cl)c2)CC1 (configuration not stated),6,1,/,-3,-0.1,-8,1,-3,4,2
O=C(COC(=O)CNS(=O)(=O)c1ccc2ccccc2c1)Nc1ccc2c(c1)OCO2,-1,-3,4,-5,-1.2,-2,-5,5,5,9
COc1ccc(-n2c(SCC(=O)N3CCCC(C)C3)nnc2-c2cccnc2)cc1 (configuration not stated),9,3,3,1,-2.7,2,0,-5,6,-11
COc1ccc(N(C=O)C(C(=O)Nc2c(C)cccc2C)c2ccccc2)cc1 (configuration not stated),-8,3,-4,-2,-0.6,-1,2,-2,0,-9
CCOC(=O)c1ccc(N2C(=O)CC(N3CCN(C/C=C/c4ccccc4)CC3)C2=O)cc1 (configuration not stated),9,-1,-6,2,0.2,-3,9,6,-3,-3
CCOC(=O)c1c(C)[nH]c(C(=O)C(C)OC(=O)c2cnc(C)cn2)c1C (configuration not stated),-1,3,3,0,-2.5,4,0,6,-1,-3
COc1ccccc1NC(=O)CN1CC(=O)Nc2ccccc21,1,2,5,0,0.6,-5,1,-7,6,-1
CCC(N1CCOC1=O)S(=O)(=O)c1ccc(C)cc1 (configuration not stated),5,3,-2,2,1.1,3,-2,3,-6,0
O=C(COC(=O)c1ccccc1Nc1ccccc1)Nc1ccccc1,1,5,-20,-2,-1.9,0,-12,3,8,5
CCc1noc(C)c1C(=O)N(C)CC(=O)Nc1ccc(F)c(F)c1F,4,4,4,0,-1.4,1,0,0,-1,0
COc1cc(OC)cc(C(=O)N[C@H](C(=O)Nc2nc3ccccc3[nH]2)C(C)C)c1,-3,0,-16,-1,-1.2,2,6,3,-1,-4
CC(=O)c1cc(C#N)c(SCc2ccc(F)cc2)nc1C,-3,8,2,-3,1.2,-1,2,1,4,-5
COc1ccc(C(=O)C=Cc2ccc3c(c2)OCO3)cc1OC,5,3,-6,3,-2.3,-3,-1,-2,-2,6
CC(=O)c1nnn(-c2ccc(F)cc2F)c1C,-1,-3,0,-3,0.3,3,4,-2,-11,-3
Cc1cccc(NC(=O)COc2coc(CN3CCN(c4ccccc4)CC3)cc2=O)c1C,-8,1,57*,0,-1.0,2,2,-3,6,-3
COc1ccc(/C=N/Nc2nc(-c3ccc(C)cc3)c(C#N)c(=O)[nH]2)cc1,-8,-5,0,-2,0.3,1,-1,-6,1,14
Cc1cc(C(=O)Nc2ccc3c(c2)OCCO3)c(C)o1,-2,-4,4,-1,-1.2,2,-7,1,-3,-3
